Screening data from PubChem.
AddAB inh: less growth of phage-infected E. coli with AddAB | 330,000 tested, 0.29% active | E. coli expressing H. pylori AddAB, absorbance growth | inhibition, % at 11.9 µM; in the data active means inhibition above about 12%;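 further: 0% = vehicle wells of infected cells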
MITF act: MITF TRPM1 promoter activation in melanoma cells | activation, % at 12.5 µM | 300,000 tested, 0.75% active | SK-MEL-5 TRPM1-promoter luciferase, 24 h; % of positive control, neutral wells = 0;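 active means mean activation of at least 80% with every replicate also reaching 80%; inconclusive means mean reaches 80% but some replicate falls short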;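 further: 0% = neutral control wells and 100% = parthenolide positive control wells; values of inactives mirror those of a sister screen read the other way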
Wnt bcat act: activators of Wnt/beta-catenin signaling. activation, % at 9.35 µM. Wnt/beta-catenin reporter cell assay, activator, plate reader. 300,000 tested, 1.2% active; in the data active means activation above about 30%, passing the limit was not always enough; inconclusive means no clear call, values can overlap the other calls;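 further: 0% = neutral control wells and 100% = positive control wells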
CAL PDZ FP-1: inhibitors of human CAL PDZ peptide binding; 330,000 tested, 0.02% active; Q9HD26; AID 504414; inhibition, % at 20 µM; purified CAL PDZ, TMR-peptide fluorescence polarization, 1 h;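 active means highest replicate inhibition of at least 40%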;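 further: plate controls were DMSO neutral control wells for no effect and unlabeled competitor peptide control wells for full effect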
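Material: tagged CAL PDZ domain; buffer or medium: 25 mM sodium phosphate pH 7.4, 150 mM NaCl, TCEP, IgG, Thesit; compound dosing: single point, 20 µM; schedule: 1 h incubation at room temperature before polarization reading; measured by: FP readout, S and P plane fluorescence; read-out basis: percent inhibition from loss of millipolarization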
phage Ecoli inh: E. coli growth loss with phage present | inhibition, % at 11.9 µM | growth absorbance | 360,000 tested, 0.26% active; in the data active means inhibition above about 11%
CAL PDZ FP-2: blocks peptide binding to the human CAL PDZ domain; Q9HD26; purified CAL PDZ, TMR-peptide fluorescence polarization, 1 h; inhibition, % at 24.9 µM; 300,000 tested, 0.92% active; AID 602252;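 active means mean inhibition of at least 30% with at least half of replicates also reaching 30%; inconclusive means no clear call, values can overlap the other calls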;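 further: 0% = DMSO neutral control and 100% = excess unlabeled competitor peptide PRC23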
SR-BI DiI inh: mouse SR-BI HDL lipid transfer inhibition; Q61009; ldlA[mSR-BI] CHO cells, DiI-HDL uptake fluorescence, 3 h; inhibition, % at 12.5 µM; 320,000 tested, 0.96% active;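 active means mean replicate inhibition of at least 70% and a set share of replicates each scoring 70 or more; inconclusive means meets just one of the two criteria; inactive means fails both criteria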;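 further: 0% = median of neutral control wells and 100% = median of positive control wells; values of inactives mirror those of a sister screen read the other way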
Target sequence (Q61009 whole entry, looked up): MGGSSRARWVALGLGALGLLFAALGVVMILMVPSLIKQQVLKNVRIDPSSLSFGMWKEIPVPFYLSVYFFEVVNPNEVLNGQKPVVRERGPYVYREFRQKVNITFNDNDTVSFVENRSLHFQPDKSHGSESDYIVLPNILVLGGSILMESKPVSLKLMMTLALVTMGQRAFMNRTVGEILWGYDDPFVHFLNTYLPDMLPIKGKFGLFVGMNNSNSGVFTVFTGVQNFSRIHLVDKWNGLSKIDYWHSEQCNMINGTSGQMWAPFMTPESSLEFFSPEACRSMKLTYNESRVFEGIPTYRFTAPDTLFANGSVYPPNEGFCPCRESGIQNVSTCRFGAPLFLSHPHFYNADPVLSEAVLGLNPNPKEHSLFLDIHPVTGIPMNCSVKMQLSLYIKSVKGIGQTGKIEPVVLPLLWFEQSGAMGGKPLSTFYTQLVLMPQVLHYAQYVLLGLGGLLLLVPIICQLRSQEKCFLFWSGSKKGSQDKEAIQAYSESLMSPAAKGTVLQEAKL
SR-BI uptake up: enhances SR-BI lipid uptake from DiI-HDL. CHO ldlA[mSR-BI] cells, DiI-HDL uptake fluorescence, 3 h; 100 = double the neutral-control signal. activation, % at 12.5 µM. 320,000 tested, 0.096% active;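 active means mean replicate activation of at least 60% and every replicate at or above 60%; inconclusive means mean or all-replicate condition met, but not both; inactive means mean below 60% and not all replicates reaching 60%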;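 further: 0% = median plate neutral-control signal and 100% = twice that signal; values of inactives mirror those of a sister screen read the other way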
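System: LDL receptor-deficient CHO ldlA cells overexpressing murine SR-BI | Timing: 3 h uptake period with compound, 37 °C | Medium: HEPES-buffered (25 mM, pH 7.4) F12 plus 0.5% BSA | Dosing: Single-point compound dose | Signal: Bottom-read fluorescence, 550/595 nm | Read-out: Retained DiI signal reflecting DiI-HDL uptake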
Tat export inh: blocks Tat-dependent protein export in E. coli. E. coli MC4100 TorA-mCherry Tat export, fluorescence. inhibition, % at 10 µM. 340,000 tested, 0.036% active. AID 488895;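 active means mean replicate inhibition at least 50% and at least half of replicates individually reaching 50%; inconclusive means only one of the two criteria met; inactive means neither criterion met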;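 further: exported cargo escapes ClpAP degradation while cytoplasmic cargo is degraded and loses fluorescence; 0% = median of neutral control wells and 100% = median of NaSCN control wells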
E coli growth: counter-screen for AddAB inhibitors: E. coli growth inhibition | E. coli V3065 growth, OD600 absorbance, 18 h | inhibition, % at 11.9 µM | 330,000 tested, 0.27% active | AID 449728;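 active means inhibition above the campaign's mean inhibition across all tested compounds plus 3 SD, cut at about 9.9% in these data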;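 further: uninfected addAB+ strain grown without phage in ampicillin broth; 0% = DMSO wells and 100% = ciprofloxacin 0.95 µg/ml wells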
* hit, by the source's call; ? = inconclusive; / = no result given. Not a hit list; overall some 3.6% were active at least once.

SMILES	AddAB inh	MITF act	Wnt bcat act	CAL PDZ FP-1	phage Ecoli inh	CAL PDZ FP-2	SR-BI DiI inh	SR-BI uptake up	Tat export inh	E coli growth
O=C1NC(=O)/C(=C\c2ccc(OCc3cnc(Cl)s3)cc2)S1	4.0	13	5	-1.1	4.1	0	-5	5	-9	2.6
CC(C)Oc1ccc(CNC(=O)Cn2c(=O)oc3ccccc32)cc1	3.2	/	-2	-1.0	3.3	-7	0	0	0	2.6
COc1ccccc1NC(=O)c1ccc(Cl)c(S(=O)(=O)N2CCCCC2)c1	-2.0	8	0	-4.1	-0.4	-5	32	-32	-4	-1.4
COc1ccc(Br)cc1/C=C/C(=O)NC(=S)Nc1ccc(Cl)c(C(=O)O)c1	0.3	10	-1	-7.4	1.3	-2	9	-9	-1	-1.2
COC(=O)c1ccc(NC(=O)CSc2nnc(C(C)NC(=O)c3ccccc3Cl)n2C)cc1 (stereo not drawn)	1.4	11	/	-1.6	1.4	-2	-33	33	1	0.2
COC(=O)c1[nH]c2cc(C)ccc2c1NC(=O)CN1CCOCC1	0.2	12	2	1.0	0.6	-10	-1	1	-11	1.5
Cc1ccc(S(=O)(=O)CCC(=O)NC2CCCC2)cc1	-0.3	-3	1	-1.7	-1.0	-1	3	-3	-3	-1.0
Cc1ccccc1C(=O)N1CCC(C(=O)OCc2nc(N)nc(Nc3ccccc3)n2)CC1	0.4	13	-4	-0.6	0.3	-1	-6	6	-1	1.9
Cc1ccc2nc(N(CCCN(C)C)C(=O)c3ccco3)sc2c1	1.4	33	15	-4.5	2.6	0	/	/	-1	1.3
COc1ccc(-c2nnc(SCc3cc(C)cc(C)c3)o2)cc1	0.3	7	/	-0.8	1.6	-2	24	-24	-3	0.8
O=C(CCS(=O)(=O)c1ccccc1)Nc1nc(-c2ccc(F)cc2)cs1	0.1	2	-4	-0.1	0.0	-1	/	/	-14	0.4
O=C(NN1CCOCC1)c1ccccc1NS(=O)(=O)c1ccc(F)cc1F	0.5	-11	0	-0.5	1.2	-2	-38	38	5	-0.4
Cc1ccccc1C(=O)c1cccn1CC(=O)NCc1ccc(F)cc1	3.5	6	0	-0.1	-0.2	-1	-8	8	6	-0.5
O=S(=O)(/N=C(/Nc1ccc(Cl)cc1Cl)c1ccccc1)c1cccs1	-2.9	6	-1	-1.3	1.1	-4	-14	14	1	-1.3
Cc1ccc(C(=O)NCC(=O)N2CCC3(CC2)NCCc2[nH]cnc23)cc1C	3.2	9	-2	1.1	1.6	0	2	-2	-2	0.2
CCOC(=O)C1(Cc2ccccc2Cl)CCN(C(=O)CCn2ccnc2C)CC1	0.3	1	0	-0.5	3.7	/	-5	5	1	0.2
Cc1nc(-c2cccnc2)sc1C(N)=O	-0.3	-2	3	0.3	3.9	1	2	-2	-6	-0.8
COc1cc(S(=O)(=O)N2CCN(Cc3cccs3)CC2)ccc1NC(C)=O	1.6	8	1	0.4	3.4	-1	-28	28	1	-1.2
CCOC(=O)c1ccc(NC(=O)c2cnccn2)cc1	/	119*	28	-3.3	4.2	-2	-6	6	-1	/
CSc1ccccc1OCc1cc(C(=O)N(C)C(C)c2nc(C)cs2)no1 (stereo not drawn)	-1.7	4	4	-1.3	1.6	0	4	-4	2	-0.8

An excerpt from above in order of their number in SR-BI uptake up, rising:
structure	SR-BI uptake up
Cc1ccc(S(=O)(=O)CCC(=O)NC2CCCC2)cc1	-3
Cc1nc(-c2cccnc2)sc1C(N)=O	-2
CCOC(=O)c1ccc(NC(=O)c2cnccn2)cc1	6

The list continues.
SMILES	AddAB inh	MITF act	Wnt bcat act	CAL PDZ FP-1	phage Ecoli inh	CAL PDZ FP-2	SR-BI DiI inh	SR-BI uptake up	Tat export inh	E coli growth
COc1ccc(N2C(=O)c3cccc4cccc(c34)C2=O)nn1	2.5	-9	/	-0.1	3.1	1	-4	4	-2	-2.5
Cc1ccc(S(=O)(=O)/N=C(/Nc2ccc3[nH]c(=O)[nH]c3c2)c2ccc(F)cc2)cc1	-2.1	-5	0	-1.3	2.5	-5	-36	36	2	-1.7
CC1(C)C[C@@H]2C[C@@](C)(CN2C(=O)c2cc(COc3cccc(C(F)(F)F)c3)on2)C1	0.1	7	-2	-1.4	0.4	-3	39	-39	19	-2.0
CC1CCN(S(=O)(=O)c2nnc(NC(=O)c3ccccc3Br)s2)CC1	0.6	-3	-3	-0.8	2.1	/	-9	9	-12	2.4
COc1ccc(C2CC(c3cccc(OC)c3)n3nc(N)nc3N2)cc1 (stereo not drawn)	1.9	-6	-2	-1.3	2.3	-6	-11	11	3	2.1
CCOC(=O)c1ccccc1NC(=O)COC(=O)CN1C(=O)NC2(CCCC2)C1=O	1.8	-6	3	-0.3	-1.0	/	5	-5	6	-2.9
CCOC(=O)CN(Cc1sccc1C)C(=O)Nc1ccc(OC)cc1OC	1.5	-8	/	-0.8	0.6	-4	-3	3	-10	-2.3
Cc1ccc(C(=O)NC2CCN(C(=O)Nc3ccc(F)cc3)CC2)cc1	1.8	-15	19	-1.3	-1.8	0	/	/	9	-1.1
CCOC(=O)CC1(NC(=O)C2CCC(=O)N(C3CC3)C2)CCCCC1 (stereo not drawn)	4.0	6	1	-1.9	2.4	-1	-17	17	-11	-0.3
Cc1ccc([N+](=O)[O-])cc1NC(=O)c1ccc(C(C)(C)C)cc1	1.9	1	1	-0.5	4.8	-2	42	-42	4	2.0
CC(=O)c1ccccc1OCc1ccc(S(=O)(=O)Cc2ccccc2)cc1	-0.4	-3	-2	-0.2	0.1	-3	6	-6	3	-1.9
CCOC(=O)C1=C(N)Oc2cc(O)ccc2C1c1ccc(Br)cc1 (stereo not drawn)	0.7	/	-1	0.3	4.2	-1	7	-7	-3	-1.2
CCC(C)NC(=O)CSc1nnc(-c2cc(OC)c(OC)c(OC)c2)c(-c2cc(OC)c(OC)c(OC)c2)n1 (stereo not drawn)	0.1	7	1	0.3	2.5	-7	-9	9	-2	-0.7
CCC1CCCCN1Cc1ccc(OC)c(C)c1C (stereo not drawn)	-2.3	-8	/	-1.3	-1.6	-3	-8	8	-9	0.0
Nc1c(-c2ccc(Cl)cc2)cnn1-c1cccc(C(F)(F)F)c1	-1.2	80	13	-1.2	4.6	-4	77*	-77	-1	-0.3
Cc1cccc2c1-c1sc(C(=O)Nc3nccs3)cc1CO2	1.6	58	27	-0.8	2.7	/	66	-66	-6	-0.9
CCOc1ccccc1-c1nc(-c2ccc(NC(=O)Cc3ccccc3OC)cc2)no1	-1.2	5	7	-3.0	0.5	-2	20	-20	-7	0.9
N#CC/C(N)=N/NC(=O)CCCNc1ncc(C(F)(F)F)cc1Cl	3.4	29	5	/	2.3	11	0	0	-10	-0.5
CC(=O)Nc1ccc(SCc2csc(C)n2)cc1	2.4	-2	2	-0.7	4.5	-4	-7	7	-10	-2.4
Cc1cc(C(=O)N/N=C2\CCCC(C)C2)n[nH]1 (stereo not drawn)	1.8	-2	9	-5.5	0.3	-3	-15	15	2	-0.2
O=C(CSc1nccn(-c2ccc(F)c(Cl)c2)c1=O)NC1CCCC1	-1.8	-3	-2	-1.5	-2.5	-3	-7	7	-12	-1.6
O=C(O)Cc1ccc(OCc2ccc(Cl)nc2)cc1	3.6	2	3	-0.4	4.9	4	-9	9	-11	-1.3
O=C(NS(=O)(=O)Oc1ccccc1F)OC[C@@H]1CCCN2CCCCC12 (stereo partly drawn)	3.8	0	0	-1.5	-0.9	-2	-22	22	-7	1.4
O=C(N/N=C/c1ccc(N2CCOCC2)cc1)c1cccs1	0.3	43	56*	0.2	4.9	7	6	-6	-6	-2.6
CCn1c(SCC(=O)N(Cc2ccccc2)C2CCS(=O)(=O)C2)nc2ccccc2c1=O (stereo not drawn)	0.0	/	/	/	1.4	-2	17	-17	15	-1.5
O=C(Oc1ccc(-c2nccc(-c3ccccn3)n2)cc1)c1cccc(C(F)(F)F)c1	3.0	?	-3	-0.5	2.7	-3	-6	6	-3	-0.9
Cc1csc(NC(=O)c2ccc(S(=O)(=O)N(C)c3ccccc3)cc2)n1	3.5	-7	/	-0.8	2.5	/	32	-32	2	2.4
Cc1ccc(S(=O)(=O)c2c(N)n(CC3CCOC3)c3nc4ccccc4nc23)cc1 (stereo not drawn)	3.4	1	/	-2.4	2.3	-6	5	-5	6	1.2
COc1ccccc1C(=O)NC(=S)Nc1ccc(Cc2ccncc2)cc1	-1.2	16	-1	-1.5	-0.2	-3	9	-9	-2	-3.6
CS(=O)(=O)c1cccc(-c2nnc(NC(=O)CCS(=O)(=O)c3ccccc3)o2)c1	0.6	-1	0	-2.9	3.2	-4	-18	18	-6	-1.3
CCC(=O)N(CCC(Cc1ccccc1)c1ccco1)Cc1ccco1 (stereo not drawn)	0.6	0	-1	-0.5	2.5	1	-4	4	7	1.5
COc1ccccc1NC(=O)c1sc2nc(C)cc(C)c2c1N	-0.9	0	-2	-0.4	2.4	-1	36	-36	4	-2.1
COc1ccc(O)c(C=Nc2cc(C)on2)c1	2.1	-8	/	-2.0	2.4	/	-24	24	1	1.3
O=C(O)c1ccccc1NS(=O)(=O)c1ccc(NN=Cc2ccc(F)cc2)c([N+](=O)[O-])c1	-3.4	5	/	0.3	/	1	3	-3	2	0.8
CCOc1ccc(NC(=O)Cc2nnc(SCC(=O)N3CCOCC3)n2C)cc1	1.6	12	-2	-0.2	0.6	21	-18	18	5	0.5
CC1CC(C)CN(CCCCOc2ccc([N+](=O)[O-])cc2)C1 (stereo not drawn)	0.9	0	/	0.6	3.4	10	4	-4	-1	0.8
CN(C)CCNc1ncnc2c1sc1nc(N3CCOCC3)c3c(c12)CC(C)(C)SC3	-0.3	/	-9	-4.4	0.3	-4	-8	8	9	0.3
COc1ccc(CCN(C)CCCC(C#N)(c2cc(OC)c(OC)c(OC)c2)C(C)C)cc1OC (stereo not drawn)	-2.4	3	-6	0.0	5.3	-2	-1	11	1	-2.0
O=C(COC(=O)COc1ccc(Cl)cc1Cl)NC1CCCCCC1	0.1	-6	-4	-1.5	3.8	4	-2	2	-3	-0.3
COc1ccc(C(=O)CC(=O)C(=O)Nc2ccc(Cl)cc2)cc1	-0.4	6	21	0.0	-0.3	-2	23	-23	-8	0.0
Cc1[nH]n(-c2ccccc2)c(=O)c1/C=N/c1ccccn1	1.8	4	0	-3.5	1.7	9	/	/	-5	-4.5
CCOC(=O)C1CCN(C(=O)C(C)Sc2nnc3ccccn23)CC1 (stereo not drawn)	-1.9	-7	0	-0.2	3.2	-2	-1	1	-1	0.8
